EP2 modulator = EP2 receptor modulators, cAMP readout, primary screen, cell-based, HTRF cAMP, PGE2 stimulation; Prostaglandin E2 receptor EP2 subtype (Homo sapiens), P43116; EP2-expressing cells, cAMP HTRF FRET, PGE2 co-stimulation; induction, % at 25 µM; 260,000 tested, 0.83% active; AID 940, 2007;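 active = compounds whose cAMP rise, as percent of the full-agonist control response, exceeds 60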;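 also: rat C6 glioma line stably carrying human EP2 under a CMV promoter; the protocol text gives 20 µM as final concentration; 100% = response of wells given 1 µM PGE2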
Target sequence (P43116 whole entry, looked up): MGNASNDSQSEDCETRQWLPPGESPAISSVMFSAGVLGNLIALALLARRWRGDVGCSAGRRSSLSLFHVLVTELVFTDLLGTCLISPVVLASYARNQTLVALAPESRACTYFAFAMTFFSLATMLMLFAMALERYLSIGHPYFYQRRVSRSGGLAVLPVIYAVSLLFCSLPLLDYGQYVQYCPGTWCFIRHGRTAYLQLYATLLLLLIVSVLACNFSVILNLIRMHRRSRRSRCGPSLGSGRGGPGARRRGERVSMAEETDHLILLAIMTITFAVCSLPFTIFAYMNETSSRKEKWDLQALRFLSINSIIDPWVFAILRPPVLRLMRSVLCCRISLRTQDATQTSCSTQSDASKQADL
PGE2 EP2 inh = human EP2 receptor antagonists, primary screen, TR-FRET cAMP, C6 glioma cells; Prostaglandin E2 receptor EP2 subtype (Homo sapiens), P43116; C6 glioma cells expressing human EP2; cells stimulated with saturating PGE2; inhibition, % at 25 µM; 260,000 tested, 0.52% active; AID 1422, 2008;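 active = percent inhibition above 40 after rounding to a whole number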;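 also: rat C6 glioma host cells with rolipram phosphodiesterase inhibitor present; the protocol text gives 20 µM as final concentration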
p97 inhibitor = inhibitors of human p97 ATPase, primary screen, biochemical; Transitional endoplasmic reticulum ATPase (Homo sapiens), P55072; recombinant p97 ATPase, Kinase-Glo ATP luminescence, 3 h; inhibition, % at 8 µM; 220,000 tested, 0.42% active; AID 1481, 2009; in the data active = inhibition above about 15%;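 also: 0% = DMSO vehicle and 100% = wells lacking enzyme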
NPY-Y2 PAM-ag = NPY-Y2 potentiators or agonists, primary screen, cell-based | cells expressing NPY-Y2, potentiator/agonist read-out | activation, % at 3.6 µM | 220,000 tested, 0.45% active; in the data active = activation above about 27%;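 also: cells stimulated with NPY near EC25 plus isoproterenol at EC100; 0% = vehicle plus submaximal agonist and 100% = vehicle plus saturating agonist; some results beyond the cut were filed as inactive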
Target sequence (P49146 whole entry, looked up): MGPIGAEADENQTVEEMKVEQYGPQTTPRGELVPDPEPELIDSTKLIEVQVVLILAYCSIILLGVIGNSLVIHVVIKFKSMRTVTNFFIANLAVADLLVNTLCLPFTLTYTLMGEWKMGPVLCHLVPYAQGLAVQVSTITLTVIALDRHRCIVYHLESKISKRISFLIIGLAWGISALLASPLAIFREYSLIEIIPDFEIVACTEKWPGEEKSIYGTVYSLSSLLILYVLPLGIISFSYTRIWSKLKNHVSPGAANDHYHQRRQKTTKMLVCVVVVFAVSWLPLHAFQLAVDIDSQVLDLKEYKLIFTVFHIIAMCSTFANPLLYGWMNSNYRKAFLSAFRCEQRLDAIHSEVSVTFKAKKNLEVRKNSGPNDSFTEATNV
S1P4 ag = S1P4 receptor agonists, primary screen, cell-based. Sphingosine 1-phosphate receptor 4 (Homo sapiens), O95977. S1P4-expressing cell line, agonist reporter assay. activation, % at 4.98 µM. 220,000 tested, 0.35% active. AID 1509, 2009; in the data active = activation above about 11%;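 also: 0% = DMSO vehicle and 100% = reference agonist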
S1P4 antagonist = S1P4 receptor antagonists, primary screen, cell-based. 220,000 tested, 0.26% active. S1P4-expressing cells, antagonist mode, reporter read-out. inhibition, % at 4.98 µM; in the data active = inhibition above about 29%;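 also: 0% = wells stimulated with agonist and 100% = vehicle wells without agonist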
NPY Y1 blocker = NPY-Y1 receptor antagonists, primary screen, cell-based | HEK293-CNG Y1 cells, membrane potential fluorescence; NPY at EC95, then isoproterenol | inhibition, % at 3.6 µM | 200,000 tested, 1% active | AID 1040, 2008;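 active = inhibition above the campaign mean inhibition of all tested compounds plus 3 SD, cut at about 20% in these data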;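 also: 0% = DMSO wells given NPY plus isoproterenol and 100% = isoproterenol alone without NPY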
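Benchmarks – high control isoproterenol alone, low control NPY with isoproterenol · Material – HEK293 Y1/CNG channel cell line · Times – dye 3 h, compound 60 min room temperature, stimulation 45 min · Probe or stimulus – NPY (25 nM), isoproterenol (1 µM), Ro 20-1724 (25 µM) · Evaluation – % inhibition of NPY effect · Signal – fluorescence, membrane potential probe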
eIF4E-4G inh = eIF4E–eIF4G protein interaction inhibitors, primary screen, biochemical, uHTS, TR-FRET, eIF4GI fragment | inhibition, % at 21.7 µM | TR-FRET eIF4E-eIF4GI(517-606) binding, 2 h | AID 782, 2007 | Eukaryotic translation initiation factor 4E (Mus musculus) + Eukaryotic translation … | 220,000 tested, 0.37% active;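 active = inhibition above about 30%, limit read from the data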;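 also: 0% = full FRET control wells and 100% = background wells lacking eIF4GI fragment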
NPY1 pot ag = NPY-Y1 receptor potentiators or agonists, primary screen, cell-based; activation, % at 3.6 µM; NPY-Y1 expressing cells, potentiator/agonist activation; 220,000 tested, 0.37% active; Neuropeptide Y receptor type 1 (Homo sapiens), P25929; AID 1304, 2008; in the data active = activation above about 33%, passing the limit was not always enough;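 also: cells stimulated with NPY at EC10 then isoproterenol at EC100; 0% = low agonist plus stimulus and 100% = saturating agonist plus stimulus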
* hit, by the source's call; nt = not tested or not shown; & = joins results of further samples; [ ] = remark or other dose. A portion of the library; count on the stated rates, not on these rows.

SMILES	EP2 modulator	PGE2 EP2 inh	p97 inhibitor	NPY-Y2 PAM-ag	S1P4 ag	S1P4 antagonist	NPY Y1 blocker	eIF4E-4G inh	NPY1 pot ag
Cc1ccc(CO/N=C/c2c(O)cc(C)oc2=O)cc1	34	7	4	6	-0.8	0	1	1	-2
Cc1ccc(S(=O)(=O)NCc2ccc(C(=O)NCCCN3CCN(C)CC3)cc2)cc1	0	17	1	-7	-1.5	-8	8	2	-7
COCC(=O)OCC(=O)c1cc(C)n(-c2ccc(Br)cc2)c1C	24	10	-2	8	0.2	0	3	2	20
CC(=O)Nc1ccccc1NC(=O)C/C(C)=N/NC(=O)C(=O)Nc1cccc(Cl)c1C	-21	4	0	-5	0.3	-15	2	-5	-4
Cn1c(SCc2ccc(C#N)cc2)nnc1-c1cccc(Cl)c1	-4	7	-2	-21	0.3	-1	12	-2	31
O=C(Nc1ccccc1C(F)(F)F)NC1CCCCCCC1	4	4	1	-5	-0.6	-13	1	2	-2
CN(C(=O)c1cc2nc(-c3ccco3)cc(C(F)(F)F)n2n1)C1CCCCC1	27	19	-6	0	1.0	-1	-2	-3	9
CCOCCCNC(=O)CNC(=S)N(Cc1ccc(C)cc1)Cc1ccco1	10	2	3	0	0.2	5	7	-2	20
CC(=O)OC(CC(=O)O)C[N+](C)(C)C (stereo not given)	43	8	3	3	1.0	-18	-6	-7	-2
CCOC(=O)N1CCN(c2c(N3CCN(c4cccc(C)c4C)CC3)c(=O)c2=O)CC1	13	12	-6	-8	1.5	-4	-2	-2	5
COc1ccc(CC(=O)Nc2nnc(SCC(=O)NCc3ccco3)s2)cc1OC	20	3	5	-10	4.5	-10	-3	0	4
O=C(O)C(c1ccccc1)C1(O)CCCC1 (stereo not given)	-4	6	5	-11	-0.4	-6	-4	-8	-18
CCOC(=O)C(C(=O)OCC)c1cc(Br)c2noc3c2c1C(=O)c1ccccc1-3	-42	16	-2	-6	1.0	-5	1	6[fluorescence artefact?]	-17
O=C(CN1C(=O)NC2(CCc3ccccc32)C1=O)Nc1ccc(N2CCOCC2)cc1 (stereo not given)	16	0	5	-1	1.4	-10	2	-1[fluorescence artefact?]	17
CN(C)C(CNS(=O)(=O)c1ccc(Cl)cc1)c1cccnc1 (stereo not given)	2	10	6	7	-1.3	-6	3	-3	-10
Cc1ccc2cc(C#N)c(N3CCCN(S(=O)(=O)c4ccc(F)cc4)CC3)nc2c1	19	14	-4	7	2.9	-2	2	10	0
C=CCn1c(SCC(=O)Nc2cccc(OC)c2)nnc1-c1cccnc1	-27	9	-7	-8	-2.9	-7	-1	-1	21
O=C(Cc1ccc(Br)cc1)N1CCCCCC1	3	6	-8	-13	-3.4	-9	-5	3[fluorescence artefact?]	-15
COCCNC(=O)C(c1ccc(O)cc1)N(C(=O)CCC(=O)Nc1nccs1)c1ccc(C)cc1 (stereo not given)	-6	2	3	15	0.7	-4	6	-1	6
O=c1[nH]nc(-c2ccc(F)cc2)cc1Cc1cccs1	23	6	3	-4	-1.9	-19	nt	-2	23
NS(=O)(=O)c1ccc(CCNC(=O)c2cccc([N+](=O)[O-])c2)cc1	-1	3	6	-19	1.1	7	6	-2	14
O=C(NCc1ccco1)c1cc2nc(-c3ccc4c(c3)OCO4)cc(C(F)(F)F)n2n1	-28	4	-6	-11	-0.5	17	0	2	-36
COC(=O)c1ccc(CNC(=O)c2coc3ccccc3c2=O)cc1	-32	6	0	0	0.3	-15	5	5	-14
CCOC(=O)C(=CNc1cscc1S(=O)(=O)C(C)C)C(=O)OCC	-15	25	4	7	-0.2	10	nt	0	7
Cn1c(CSc2nc3ccccc3s2)nnc1SCC(=O)NCc1ccccn1	34	12	0	1	0.4	-16	5	-1	0
CC1CCN(S(=O)(=O)c2ccc(C(=O)Nc3ccccc3-c3nc4ccccc4[nH]3)cc2)CC1	10	3	4	2	0.9	-13	11	4	1
CCOc1cc(S(=O)(=O)NCc2ccc3c(c2)OCO3)c(C)cc1C	47	15	-9	2	0.3	-20	7	0	-10
O=C(COC(=O)c1cccc(C(=O)OCC(=O)c2ccc(Br)cc2)n1)c1ccc(Br)cc1	20	12	-2	4	-1.2	-34	-3	-18	7
O=[n+]1cc(-c2ccc(Cl)cc2)n([O-])c2c1CCC2	-9	8	4	-12	1.1	6	nt	-4	2
O=C(Cn1c(SCC(=O)N2CCc3ccccc32)nc2ccccc21)NC1CCCC1	-10&10	10&19	-1	-4	-1.5	-9	7	7	-7
Cc1nc2c(C(=O)NCc3ccc4c(c3)OCO4)c[nH]n2c(=O)c1Cl	-23	6	3	-9	0.1	-19	14	5[fluorescence artefact?]	-29
O=C(O)CC1C(=O)NCCN1Cc1ccc(F)c(F)c1 (stereo not given)	5	10	-10	-3	2.7	-20	4	1	-10
ON(Cc1c(F)cccc1Cl)Cc1c(F)cccc1Cl	4	9	6	4	-0.2	-7	nt	-4	12
CN(C)C=Nc1ncc2c3ccccc3n(Cc3ccccc3)c2c1C#N	43	6	-2	0	0.5	-36	2	6	-23
COc1ccccc1NC(=O)CSc1ncnc2c1oc1ccccc12	-3	3	-2	-8	-0.3	-8	3	2	-33
c1csc(-c2nn3cnnc3c3ccccc23)c1	-10	10	5	1	1.6	-9	-2	-3	-3
CCCCCCCCCCC[C@@H](C[C@@H]1OC(=O)[C@H]1CCCCCC)OC(=O)[C@H](CC(C)C)NC=O	nt	14	-3	-4	1.0	8	6	-2	6
CN(CC(O)COCc1ccccc1F)C1CCCCC1 (stereo not given)	17	4	2	-15	0.1	0	nt	-12	2
CC(=O)c1cccc(NC(=O)Nc2cccs2)c1	-32	12	3	9	0.0	-6	5	-2	14
COc1ccccc1NC(=O)/C(=C/c1cccs1)NC(=O)c1ccco1	11	11	4	8	-0.9	-4	nt	2	9
C=CCN1C(=O)C2(/C(=C(\O)c3ccc4c(c3)OCCO4)C(=O)C(=O)N2CCCOC)c2ccccc21 (stereo not given)	12	6	-2	7	2.5	-2	10	1	-6
CCn1nc([N+](=O)[O-])c(C(C#N)c2nc3cc(C(F)(F)F)ccc3s2)c(Cl)c1=O (stereo not given)	-16	13	35*	0	2.0	11	0	nt	-6
COc1ccc(Nc2ncc3c(n2)CC(c2ccc(C)cc2)CC3=O)cc1 (stereo not given)	2	7	1	-3	0.1	-3	0	-2	6
CC(C)(C)NCc1ccccc1OCc1cccs1	1	5	5	-2	1.1	-12	7	4[fluorescence artefact?]	18
CCC(=O)NC(c1ccccc1Cl)c1c(O)ccc2ccccc12 (stereo not given)	3	6	4	18	2.1	-1	-7	-2[fluorescence artefact?]	26
COc1ccc(-n2ncc3c(NCc4cccs4)ncnc32)cc1	-31	9	3	3	-2.7	-16	-1	5	6
O=c1c2ccccc2nc2n1CC/C2=C\c1ccccc1[N+](=O)[O-]	15	18	4	-6	0.4	1	5	-7	4
CC1CCN(S(=O)(=O)c2ccc(NC(=O)Cc3ccccc3)cc2)CC1	-19	5	1	-2	-0.3	-23	-3	2	23
COC(=O)c1ccc(CC(=O)c2nc3ccccc3s2)cc1	31	11	2	0	0.3	-20	1	5[fluorescence artefact?]	-12
CCc1ccc(N(C(=O)c2csnn2)C(C(=O)NC(C)(C)CC)c2ccccn2)cc1 (stereo not given)	15	5	2	9	-0.9	11	4	-2	-3
Cc1cc2oc(=O)cc(CSc3nnc(C)n3N)c2cc1C(C)C	16	14	-2	8	0.7	-28	-1	3	1
O=C(CSc1ncn[nH]1)N1CCN(S(=O)(=O)c2ccccc2)CC1	7	25	3	-3	1.2	-1	5	2	-35
CCOC(=O)c1sc2nc3c(SCCC(=O)O)cc(C(=O)c4cc(OC)ccc4O)cn3c(=O)c2c1C	19	2	-6	-8	-0.1	-34	-7	57*	-13
CC(C)c1ccc(CNc2ccc(N3CCOCC3)cc2)cc1	-7	9	1	17	-1.2	-6	-8	1	29
Brc1ccc(Nc2nc(-c3cccnc3)cs2)cc1	23	10	0	28	1.4	-7	-11	-3	37*
Cc1c(NC2(C#N)CCCCC2)c(=O)n(-c2ccccc2)n1C	-20&-5	16&8	4	-5	0.9	-1	2	-5	4
COc1ccc2c(C(=O)CN3CCSCC3)c[nH]c2c1	9	11	-3	-14	0.8	-8	nt	4	0
CCN(Cc1ccccc1)S(=O)(=O)c1cc(C(=O)NC2CCCCCC2)ccc1OC	29	6	-7	-10	0.1	-2	3	0	-4
CC(C)CC(=O)NC(=S)Nc1cccc(NC(=O)c2ccccc2Cl)c1	-25	3	1	-4	-2.3	-2	2	0	-21
O=C1CC(c2ccc(F)c(Br)c2)C2=C(CCCC2=O)N1 (stereo not given)	2	8	4	-7	-1.9	2	0	0	7
The results go on.
SMILES	EP2 modulator	PGE2 EP2 inh	p97 inhibitor	NPY-Y2 PAM-ag	S1P4 ag	S1P4 antagonist	NPY Y1 blocker	eIF4E-4G inh	NPY1 pot ag
Cc1nn(CCOc2ccc(Br)cc2)c(C)c1[N+](=O)[O-]	-7	6	-1	14	-1.4	14	-4	3	16
COc1ccc(/C=C/C(=O)Nc2sc(Cc3ccccc3)c(C)c2C(N)=O)cc1	1	9	4	8	0.6	-5	-3	0[fluorescence artefact?]	-13
Cc1cccc(C(=O)Oc2ccc(/C=N/O)cc2)c1	28	14	0	5	0.2	-20	-7	8	-25
CCC(C)C(NC(N)=O)C(=O)Nc1ccc(S(=O)(=O)Nc2ccc(OC)cc2)cc1 (stereo not given)	0	4	-2	-11	-1.5	1	1	1	2
O=C(CSc1nnc(-c2ccc3c(c2)OCCO3)o1)N1CCCC1	20	10	-4	-38	-0.5	-9	18	1	-46
Cc1ccc(C(=O)NC2c3ccccc3-c3ccccc32)cc1	2	5	6	-7	1.1	-15	16	-3	5
c1ccc(SCCOCCn2cncn2)cc1	0	10	-1	-5	0.2	-9	5	-3	-14
Cn1c(=O)c2c(nc(Sc3ncccn3)n2Cc2ccccc2Cl)n(C)c1=O	25	9	2	-8	-2.5	-5	1	4	-34
Cn1c(COc2ccccc2)nnc1SCC(=O)c1cccc([N+](=O)[O-])c1	1	5	1	6	0.0	-8	4	3	8
O=C(CCc1ccccc1)NC(NC(=S)Nc1cccc(Cl)c1)C(Cl)(Cl)Cl (stereo not given)	-20	15	-2	7	2.1	-21	4	0	-22
CCC(C)(C)n1nnnc1C(c1cc(OC)c(OC)c(OC)c1)N1CCN(c2ccccc2)CC1 (stereo not given)	5	10	-6	-10	2.4	2	1	-12[fluorescence artefact?]	-11
